BRCT inh red: BRCT-phosphoprotein interaction inhibition (red fluorophore) | AID 892 | BRCT-phosphopeptide binding, red fluorescence polarization | Potency, µM (titrated, usually from 76.9 µM), without a hit: top-dose activity change, negative = inhibition, most hits filed as inhibitors | hit rate 0.03% among 75,000 | P38398; further: on the % scale 0 is the no-effect control and ±100 the full control effect
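Rhodamine-labelled pBACH1 10-mer (100 nM) bound to BRCT domain (100 nM) at pH 7.3; compounds incubated 12 min room temperature, polarization read. Free peptide defines full inhibition; unlabelled decapeptide titrated as control.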
GFP derepression: epigenetic modulators derepressing GFP locus in mouse cells; mouse C127i GFP locus derepression, cytometry, 30 h; Potency, µM (top dose mostly 46.1 µM), inactives show top-dose GFP derepression (activation); hit rate 0.09% among 68,000; AID 597; further: % of control where 0% means no effect
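Read-out is the number of GFP-positive cells, scored as fluorescent objects 20 to 120 um wide, reflecting derepression of a silenced CMV-GFP reporter in murine C127i cells after 30 h compound exposure at 37 C.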
BRCT PPI green: inhibitors of human BRCA1 BRCT-phosphoprotein interaction (green fluorophore) | BRCA1 BRCT-phosphopeptide binding, green fluorescence polarization | Potency, µM (top dose mostly 76.9 µM), without a hit: at the top dose activity change, negative = inhibition, most hits filed as inhibitors | hit rate 0.05% among 75,000;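 further: potency means the concentration at half of the fitted maximal effect; plate controls were peptide without protein for full effect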
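Fluorescence polarization: His-tagged BRCT (~35 kDa BRCA1 C-terminus, 250 nM) bound to 100 nM fluorescein-labeled phosphorylated 10-aa BACH1 peptide, pH 7.3 phosphate buffer with DTT and Tween 20. Compounds incubated 12 min at room temperature; inhibition read as lowered polarization.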
HBB splicing: alters splicing of the hemoglobin beta chain; Potency, µM (top dose mostly 46.1 µM), for the others: at the top dose activation, usual class: activators; AID 925; hit rate 0.06% among 65,000; HBB splicing reporter cell assay, activation; EGFP reporter with mutant IVS2-654 intron; response scale: normalised to 500 nM splice-correcting PNA; further: potency means the concentration at half of the fitted maximal effect; 0% is about no effect
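Compounds were applied for 2 days to HeLa EGFP-654 cells, 500/well in Optimem with 2% FCS. The reporter's EGFP is disrupted by mis-splicing of beta-globin intron IVS2-654. Readout: summed well GFP fluorescence from 488 nm laser scanning; reference was 500 nM antisense […] 654 PNA.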
HADH2 inh: inhibitors of human HADH2 dehydrogenase; recombinant HADH2, NADH fluorescence, beta-hydroxybutyryl-CoA; hit rate 3.4% among 73,000; Q99714; AID 886; Potency, µM (top dose mostly 57.1 µM), for inactives: top-dose activity change, negative = inhibition, actives largely listed as inhibitors; further: potency means the concentration at half of the fitted maximal effect; on the % scale 0 is the no-effect control and ±100 the full control effect; nearly all actives have a fitted effect of over 60% in size; many of its hits are not listed in these tables
Target sequence (Q99714 whole entry, looked up, one chain of several): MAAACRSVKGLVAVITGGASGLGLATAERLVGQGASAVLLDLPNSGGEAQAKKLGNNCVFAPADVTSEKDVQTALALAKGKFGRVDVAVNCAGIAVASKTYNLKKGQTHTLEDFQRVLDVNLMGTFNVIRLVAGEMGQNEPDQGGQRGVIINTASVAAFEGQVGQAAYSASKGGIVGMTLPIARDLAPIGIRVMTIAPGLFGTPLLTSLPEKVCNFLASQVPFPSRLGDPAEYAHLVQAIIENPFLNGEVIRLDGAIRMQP
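NADH fluorescence (ex 360/em 450 nm) read every 30 s for 4 min; activity taken as last-minus-first time point difference. Enzyme 20 nM, NAD+ 1 mM, beta-hydroxybutyryl-CoA 90 uM, pH 9.0 Tris buffer.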
CRE-bla Fsk: modulators of forskolin-stimulated CRE signaling in CHO cells. CHO CRE-bla reporter (cAMP response element driving beta-lactamase), forskolin EC10, beta-lactamase ratio. Potency, µM (top dose mostly 38.2 µM), inactives show at the top dose activity change, negative = inhibition, hits mostly activators. hit rate 2.5% among 71,000. AID 662; active means well fitted activation curve with a large enough effect in the signal ratio, with a control signal flat, not every such curve was filed as active; inconclusive means small, poorly fitted or top-dose-only effect, or effect the other way, or a change in a side signal; the % refers to the signal ratio; further: potency means the concentration at half of the fitted maximal effect; % of control where 0% means no effect
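CHO CRE-bla cells, overnight plating in Opti-MEM with 0.5% dialyzed FBS; cpd titration + EC10 NKH 477, 3 h 37 °C; CCF4 2 h RT; ex 405/em 460 vs 530 ratio → %Activity, AC50.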
Hsp90 Hop PPI: changes Hsp90-Hop TPR2A binding signal, up or down. Potency, µM (top dose mostly 57 µM), for the others: at the top dose activity change, negative = inhibition. hit rate 0.44% among 71,000. AlphaScreen TPR2A-His6 binding biotin-Hsp90 C-terminal peptide; active means well fitted curve in either direction with a large enough effect; inconclusive means small, poorly fitted or top-dose-only effect, or another doubt; further: potency means the concentration at half of the fitted maximal effect; on the % scale 0 is the no-effect control and ±100 the full control effect; many of its hits are not listed in these tables
15-hLO inh: inhibitors of human 15-lipoxygenase (ALOX15). P16050. purified 15hLO-1, xylenol orange hydroperoxide absorbance. Potency, µM (titrated, usually from 57.1 µM), for inactives: top-dose activity change, negative = inhibition, hits mostly inhibitors. hit rate 1.4% among 74,000. AID 887; further: potency means the concentration at half of the fitted maximal effect; on the % scale 0 is the no-effect control and ±100 the full control effect; nearly all actives have a fitted effect of over 55% in size
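Readout: Fe(III)-xylenol orange absorbance, 573-to-405 nm ratio as reaction progress. Enzyme 40 nM purified human 15hLO-1, substrate 50 uM arachidonic acid, 6 min RT after 15 min compound preincubation; Hepes pH 7.5 buffer with Triton X-100.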
DNA Pol III inh: blocks replication by bacterial DNA polymerase III holoenzyme; Potency, µM (top dose mostly 57.1 µM), inactives show at the highest dose activity change, negative = inhibition; reconstituted DNA polymerase III holoenzyme replication, biochemical; hit rate 0.25% among 71,000; AID 603; further: potency means the concentration at half of the fitted maximal effect; on the % scale 0 is the no-effect control and ±100 the full control effect
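Reconstituted *E. coli* holoenzyme (0.35 nM Pol III, 1 nM beta, 154 nM SSB, 2 nM primase) was preincubated with compound for 15 min at RT. Synthesis on 1.4 nM ssM13Gori ran 35 min, then was stopped with PicoGreen/EDTA and read as dsDNA fluorescence.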
Ub-GFP proteasome: inhibits proteasome, raising ubiquitin-GFP reporter fluorescence | 67,000 tested, under 10 active | AID 526 | Potency, µM (top dose mostly 45.9 µM), inactives show at the highest dose activation (GFP accumulation), hits mostly activators | Ubiquitin-GFP reporter cells, proteasome inhibition, GFP fluorescence; response scale: untreated = 0%, 10 µM MG-132 = 100%; active means well fitted activation curve with a large enough effect, not every such curve was filed as active; inconclusive means small, poorly fitted or top-dose-only effect, or another doubt; inactive means no such curve, though single readings can be large or run the other way; further: potency means the concentration at half of the fitted maximal effect
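Reporter cells (U2OS, ubiquitin-G76V-GFP fusion) are plated overnight, then treated 4 hr at 37 °C with compound titrations from 46 uM down to 2.9 nM. Activity is scaled against untreated cells and 10 uM MG-132.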
USP2a inhib: blocks human ubiquitin-specific protease USP2a; USP2a enzymatic assay, qHTS inhibition; O75604; Potency, µM (series often up to 38.3 µM), inactives show at the top dose activity change, negative = inhibition, most hits filed as inhibitors; hit rate 0.1% among 60,000;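 further: potency means the concentration at half of the fitted maximal effect; nearly all actives have a fitted effect of over 60% in size; plate controls were DMSO for no effect and NEM full inhibition control for full effect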
Target sequence (O75604 whole entry, looked up): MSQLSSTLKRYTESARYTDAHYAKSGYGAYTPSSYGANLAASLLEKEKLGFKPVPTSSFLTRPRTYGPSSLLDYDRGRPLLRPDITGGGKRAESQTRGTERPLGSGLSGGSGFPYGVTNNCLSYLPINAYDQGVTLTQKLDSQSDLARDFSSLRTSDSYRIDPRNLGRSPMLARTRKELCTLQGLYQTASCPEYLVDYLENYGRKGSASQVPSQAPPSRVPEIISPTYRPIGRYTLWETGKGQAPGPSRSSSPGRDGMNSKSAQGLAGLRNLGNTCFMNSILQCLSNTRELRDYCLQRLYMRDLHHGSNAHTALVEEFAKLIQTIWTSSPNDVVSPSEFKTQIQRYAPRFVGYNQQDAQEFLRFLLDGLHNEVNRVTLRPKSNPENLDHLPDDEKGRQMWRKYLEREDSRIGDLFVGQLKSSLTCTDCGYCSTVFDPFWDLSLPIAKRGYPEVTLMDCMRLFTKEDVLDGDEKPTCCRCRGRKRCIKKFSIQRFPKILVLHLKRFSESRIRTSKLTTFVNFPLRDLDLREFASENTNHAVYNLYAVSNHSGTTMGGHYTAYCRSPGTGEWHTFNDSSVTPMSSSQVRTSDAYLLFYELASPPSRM
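20 nM USP2 core + cpd, 30 min RT; add 20 nM Ub-PLA2/20 uM NBD C6-HPC; read Ex460/Em535 at 0 h and 2.5 h. Normalized to NEM; qHTS curve fit/classification.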
* = called active by the depositor; ? = inconclusive; nt = no result given; [ ] = another dose, or the depositor's remark. Unless noted, the call rests on the fitted dose curve; in most records, active means well fitted curve in the direction sought with a large enough effect; inconclusive means small, poorly fitted or top-dose-only effect, or another doubt; inactive means no such curve, though single readings can be large; an effect the other way counts as inactive or inconclusive.

mol	GFP derepression	BRCT inh red	Hsp90 Hop PPI	BRCT PPI green	USP2a inhib	CRE-bla Fsk	DNA Pol III inh	HBB splicing	Ub-GFP proteasome	HADH2 inh	15-hLO inh
COCCCNC(=O)C1CC(=O)N(CCc2ccc(OC)c(OC)c2)C1 (configuration not stated)	1%	-2.7%	5%	-1.0%	1%	4%	-9%	0.1%	-10%	-1%	-22%
O=C(Nc1ccc(S(=O)(=O)NCc2cccnc2)cc1)c1ccco1	1%	-4.4%	-1%	-2.6%	-2%	8%	-4%	nt	1%	-2%	7%
Cc1c(C(=O)Nc2cccc(Cl)c2)oc2ccc(S(=O)(=O)N3CCC4(CC3)OCCO4)cc12	2%	0.6%	1%	-0.7%	44%[activator]	10%	-3%	-2.8%[57.5 µM]	0%	?	3%
Cc1oc(C(=O)O)cc1COc1ccc2c3c(c(=O)oc2c1C)CCCC3	0%	-0.2%	-7%[11 µM]	1.7%	-2%[7.66 µM]	?	-1%[11.4 µM]	-2.1%[0.0738 µM]	15%[9.17 µM]	-10%[11.4 µM]	7%[11.4 µM]
CC1(C)CC(=O)c2cc(OCC(=O)N3CCN(c4ccccc4F)CC3)ccc2O1	0%	2.7%	-1%	-0.6%	-9%	-2%	-8%	0.5%[57.5 µM]	-3%	-25%	-14%
CCOC(=O)N1CCC(NC(=O)Cc2cn(C)c3ccccc23)CC1	-3%	0.4%	-5%	0.0%	9%	?	-4%	-0.1%	-7%	5%	7%
CCc1ccc(NC(=O)CS(=O)CC(=O)Nc2ccc(F)cc2F)cc1 (configuration not stated)	1%	-2.4%	2%	-1.2%	-7%	-2%	?	nt	-4%	15%	-16%
CNC(=O)c1ccccc1	nt	0.7%	-8%	-0.1%	nt	1%	0%	-0.9%	nt	0%	3%

Five entries from above, with values under each structure:
Values run as follows: GFP derepression	BRCT inh red	Hsp90 Hop PPI	BRCT PPI green	USP2a inhib	CRE-bla Fsk	DNA Pol III inh	HBB splicing	Ub-GFP proteasome	HADH2 inh	15-hLO inh
COCCCNC(=O)C1CC(=O)N(CCc2ccc(OC)c(OC)c2)C1 (configuration not stated)
    1%	-2.7%	5%	-1.0%	1%	4%	-9%	0.1%	-10%	-1%	-22%
O=C(Nc1ccc(S(=O)(=O)NCc2cccnc2)cc1)c1ccco1
    1%	-4.4%	-1%	-2.6%	-2%	8%	-4%	nt	1%	-2%	7%
Cc1c(C(=O)Nc2cccc(Cl)c2)oc2ccc(S(=O)(=O)N3CCC4(CC3)OCCO4)cc12
    2%	0.6%	1%	-0.7%	44%[activator]	10%	-3%	-2.8%[57.5 µM]	0%	?	3%
Cc1oc(C(=O)O)cc1COc1ccc2c3c(c(=O)oc2c1C)CCCC3
    0%	-0.2%	-7%[11 µM]	1.7%	-2%[7.66 µM]	?	-1%[11.4 µM]	-2.1%[0.0738 µM]	15%[9.17 µM]	-10%[11.4 µM]	7%[11.4 µM]
CC1(C)CC(=O)c2cc(OCC(=O)N3CCN(c4ccccc4F)CC3)ccc2O1
    0%	2.7%	-1%	-0.6%	-9%	-2%	-8%	0.5%[57.5 µM]	-3%	-25%	-14%

Next part:
mol	GFP derepression	BRCT inh red	Hsp90 Hop PPI	BRCT PPI green	USP2a inhib	CRE-bla Fsk	DNA Pol III inh	HBB splicing	Ub-GFP proteasome	HADH2 inh	15-hLO inh
COc1ccc(-c2nc(NC(=O)C3CCN(c4nc5ccccc5o4)CC3)sc2C)cc1	1%	-5.1%	-4%	2.1%	33%[activator]	?	1%	0.0%[57.5 µM]	0%	25%	?
CCCn1c(=O)c(C)cn2nc(N)nc12	-1%	-2.4%	3%	-0.7%	nt	13µM*	-3%	nt	10%	-83%	-10%[25.6 µM]
COCCSc1nc2c(c(=O)[nH]c(=O)n2C)n1Cc1cccc(C)c1	nt	-0.3%	-4%	0.9%	nt	?	-4%	-0.9%	-1%	-3%	-2%
CC(=O)N1CC=CC1(CC(C)C)C(=O)NCc1ccccn1 (configuration not stated)	nt	-3.2%	-4%	-0.7%	nt	-3%	0%	0.9%	nt	14%	12%
CCOc1ccc(NC(=O)CSc2nnc(-c3ccco3)n2C)cc1	10%	0.9%	-2%	0.1%	-1%	3%	-8%	0.0%[57.5 µM]	-3%	0%	0%
CCOC(=O)c1c(C)oc2c1c(C=NCc1ccccn1)c(O)c1ccccc12	2%	-2.9%	?	-4.7%	15%	?	-10%	0.0%	1%	-8%	-9%
CC(C)(C)c1ccc(S(=O)(=O)N2CCN(CCC#N)CC2)cc1	-2%	1.5%	-7%	-0.9%	nt	10%	0%	-0.3%	-5%	4%	1%
COc1cc2c(c(OC)c1)C(c1cccc(OC)c1OC)CC(=O)N2 (configuration not stated)	0%	-1.7%	1%	0.6%	nt	3%	-2%	-0.6%	9%	-14%	-8%
Cc1cc(-n2c(C)cc(C(=O)CN3C(=O)NC4(CCCCC4C)C3=O)c2C)no1 (configuration not stated)	-3%	1.0%	-7%	-0.4%	23%	-12%	-6%	-0.3%[57.5 µM]	4%	6%	-1%
Cc1cccc(-n2nnnc2SCn2nnc3ccccc3c2=O)c1	-1%	-1.3%	-1%	-2.6%	-11%	4%	2%	-4.2%	-3%	?	-29%
O=C(N/C(=N\O)c1ccccc1)Nc1ccc(Cl)cc1	1%	1.6%	-3%	-1.4%	-7%	-7%	-2%	-4.0%	6%	2%	10%
Clc1ccc(Oc2cccc(/C=N/n3cnnc3)c2)cc1	1%	-0.8%	2%	0.2%	7%	19%	-2%	-1.4%	6%	-1%	6%
Cc1nnc(NC2=NCCC2)s1	0%	0.0%	-5%	-3.8%	-1%	?	-3%	-1.3%	3%	-5%	9%
COc1ccc(-n2c(SCC#N)nc3ccccc3c2=O)cc1	4%	1.7%	1%	0.8%	14%	?	1%	-2.9%	-1%	5%	-6%
CCOC(=O)C(C)Sc1ccc2nnc(-c3ccc(F)cc3)n2n1 (configuration not stated)	-1%	-1.1%	3%	-1.7%	5%	24%	1%	-2.3%	3%	?	?
Cc1c(C)c2cc(Cl)c(OCc3nn[nH]n3)cc2oc1=O	-2%	-9.9%	-3%	-6.9%	2%	10%	-11%	7.7%[0.369 µM]	nt	25µM*	-3%
O=C(NCCN1CCOCC1)c1csc2c1CCCC2	1%	-1.2%	1%	-1.0%	-9%	?	-2%	-1.1%	16%	5%	6%
COC(=O)c1ccc(NC(=O)CN(C)S(=O)(=O)c2ccc(OC)c(C)c2)cc1	2%	-0.3%	-2%	-1.1%	13%	-17%	-6%	-0.4%	2%	19%	-4%
CC(=O)c1cc2c(cc1NC(=O)CN1CCN(C(=O)c3ccco3)CC1)OCO2	nt	-0.9%	-11%[2.3 µM]	-2.0%	nt	3%	-7%	0.4%	3%	18%	-9%
O=C(Nc1nccs1)C1CCN(S(=O)(=O)c2cccnc2)CC1	-2%	-0.6%	4%	-1.1%	nt	-10%	3%	0.0%	0%	2%	-1%
O=C(CCc1ccccc1)N1CCN(CCO)CC1	nt	1.1%	-3%[2.3 µM]	-0.1%	nt	1%	-1%	-0.2%	-3%	-7%	-8%
O=C(OCC(=O)N1CCN(C(=O)c2ccco2)CC1)c1sc2cc(F)ccc2c1Cl	-1%	1.9%	-1%	-3.6%	13%	?	-2%	-3.4%	-4%	18%	-20%
CCOc1c(C#N)c(C#N)c2nc(C)cc(C)n12	3%	-0.2%	-7%	-0.2%	-6%	4%	0%	-1.6%	-2%	-18%	-7%
Cn1c(C(=O)Nc2ccc3c(c2)OCCO3)cc2sccc21	2%	-0.2%	-15%	-0.3%	19%	?	1%	-0.6%	2%	-2%	-17%
Cc1ccc(-n2nnnc2SCC(=O)c2cc(C)n(-c3cc(C)on3)c2C)c(C)c1	0%	0.9%	0%	2.3%	16%	-9%	1%	2.5%	-3%	5%	-26%

Some of the compounds tested. The share of hits here may be higher or lower than overall.
